Source: PubChem BioAssay (several laboratories)
Peg3 promoter = reduces Peg3 promoter-driven luciferase expression in HeLa | AID 588405 | inhibition, % at 20 µM | HeLa PEG-Prom luciferase reporter, luminescence, overnight | 360,000 tested, 1.7% active;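 active means inhibition of at least 50% at 20 µM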
TRPM1 prom inh = reduces MITF-dependent TRPM1 promoter luciferase signal | inhibition, % at 12.5 µM | 330,000 tested, 0.83% active | SK-MEL-5 TRPM1 promoter luciferase, 24 h;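 active means mean inhibition across replicates of 60% or more, whatever share of single replicates reaches that level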; further: values of inactives mirror those of a sister screen read the other way
TWEAK Fn14 block = inhibitors of TWEAK-Fn14 interaction signaling | inhibition, % at 10 µM | 360,000 tested, 2% active | TWEAK-stimulated Fn14 reporter cells, luciferase luminescence, 8 h; in the data active means inhibition above about 50%
HIF-2a block = blocks HIF-2a reporter activity. inhibition, % at 18.8 µM. 786-0 RCC cells HIF-2a reporter, luciferase luminescence, overnight. AID 624352. 360,000 tested, 0.72% active;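 active means inhibition of the luminescence signal of 40% or more relative to plate controls, in a single-dose primary screen at 18.75 µM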
Shn3 inh set2 = reduces Shn3 3'UTR luciferase signal in osteoblasts. Clone20 osteoblast Shn3 3'UTR firefly luciferase, 24 h. inhibition, % at 12.5 µM. 360,000 tested, 0.52% active;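 active means mean inhibition of at least 75% with every replicate also reaching 75%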;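 further: 0% = median of neutral control wells and 100% = pilot-screen positive control compound; some compounds past the cut are filed as inactive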
TROY NFkB inh = TROY signaling inhibition; Q293 LMP1-TROYcd NF-kB luciferase reporter, 4 h; inhibition, % at 10 µM; 360,000 tested, 0.98% active; AID 1347056;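 active means compounds whose plate-normalised and pattern-corrected inhibition of the luciferase reporter signal at the single screening dose is 50% or more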
NR2E3 ag-1 = activates human NR2E3 receptor. Q9Y5X4. CHO-S Gal4-NCOR/VP16-NR2E3 two-hybrid, luciferase. inhibition of corepressor binding, % at 3.98 µM. 360,000 tested, 0.35% active. AID 602229;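 active means inhibition above the mean of all tested compounds plus 3 SD, cut at about 70% in these data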;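 further: 0% = DMSO with NR2E3 transfected cells and 100% = cells lacking NR2E3 construct; higher means lower luciferase signal from less NR2E3 corepressor binding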
Target sequence (Q9Y5X4 whole entry, looked up, the tested form may be a part): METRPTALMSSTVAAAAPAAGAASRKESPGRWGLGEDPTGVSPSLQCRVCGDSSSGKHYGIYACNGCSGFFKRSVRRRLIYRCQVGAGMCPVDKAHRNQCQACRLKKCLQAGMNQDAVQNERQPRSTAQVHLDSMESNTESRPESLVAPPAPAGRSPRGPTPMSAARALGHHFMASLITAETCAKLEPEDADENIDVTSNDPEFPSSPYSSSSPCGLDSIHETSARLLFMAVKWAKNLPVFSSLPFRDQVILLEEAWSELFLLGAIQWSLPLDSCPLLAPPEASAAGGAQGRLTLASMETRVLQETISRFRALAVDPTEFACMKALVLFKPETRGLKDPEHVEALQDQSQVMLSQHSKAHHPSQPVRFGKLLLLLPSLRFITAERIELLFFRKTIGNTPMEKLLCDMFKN
C8 TRAIL sens = caspase-8 TRAIL sensitization | NB7+C8 cells + TRAIL, ATPlite viability luminescence | inhibition (viability loss, TRAIL sensitization), % at 10 µM | 360,000 tested, 1% active | AID 624354;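 active means compounds causing at least 50% loss of cell viability in the single-dose screen, relative to plate controls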
KKLEB cytotox = reduces viability of KKLEB cystic fibrosis airway cells; KKLEB CF airway cells viability, ATPlite luminescence, overnight; active compounds read low; cells stimulated with P. aeruginosa culture filtrate; activity change (cytotoxicity), % at 5 µM; 360,000 tested, 0.36% active;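 active means corrected activity change at or below -50% at 5 µM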
NR2E3 ag-2 = agonists of human nuclear receptor NR2E3 | AID 2300 | Q9Y5X4 | inhibition of corepressor binding, % at 4.78 µM | GST-NR2E3/biotin-RetCOR TR-FRET, 1536-well | 320,000 tested, 0.12% active;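 active means percent inhibition above the cutoff of mean plus 3 SD of all tested compounds, set per screening campaign, cut at about 20% in these data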;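 further: 0% = DMSO wells and 100% = biotin wells as full block of FRET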
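System: GST-NR2E3 and biotin-RetCOR proteins; probe or stimulus: 7 nM biotin-RetCOR; doses: compound at 4.8 µM, single dose; schedule: Compound–protein incubation for 5 h at 4 °C; detection: time-resolved FRET; read-out: percent inhibition; controls: biotin wells as high control, 0.6% DMSO wells as low control; format: 1536-well plates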
CF NFkB block = cystic fibrosis NF-kB activation inhibition; KKLEB NF-kB-GFP reporter, PAF-induced, GFP fluorescence overnight; inhibition, % at 5 µM; 360,000 tested, 0.86% active;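 active means at least 50% inhibition at 5 µM, scaled per plate between neutral and stimulator controls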;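 further: PAF is a Pseudomonas aeruginosa culture filtrate used as stimulus; plate controls were PAF-stimulated DMSO wells for no effect and unstimulated DMSO wells for full effect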
* marks the source's active call; other numbers are inactive results; nt = no result given. The list is partial, so the mix of outcomes need not match the whole.

1) Cc1cc(C)n(Cc2cccc(C(=O)N/N=C/c3ccncc3)c2)n1
2) Nc1ccc2c(c1)CCC2=O
3) CC(C)COP(=O)(OCC(C)C)C(O)c1ccc(N(C)C)cc1 (stereo not drawn)
4) Cc1cc2c(ncn2Cc2ccccc2)c([N+](=O)[O-])c1C
5) CCOC(=O)C1CCN(C(=O)CCNC(=O)Cn2cnc3ccccc3c2=O)CC1
6) Cc1cccc(NC(=O)c2cc(-c3ccc(C)c(C)c3O)n[nH]2)c1
entry no.,1,2,3,4,5,6
Peg3 promoter,-2,-25,8,23,15,-190
TRPM1 prom inh,1,-10,-3,4,12,-53
TWEAK Fn14 block,-22,-9,-2,9,20,0
HIF-2a block,-23,-72,9,17,12,-192
Shn3 inh set2,4,-43,-9,-3,0,-37
TROY NFkB inh,2,5,3,11,11,6
NR2E3 ag-1,-1,-69,15,-1,-15,-65
C8 TRAIL sens,2,0,13,3,-9,-7
KKLEB cytotox,10,-1,5,3,4,15
NR2E3 ag-2,-1,1,-4,-1,2,nt
CF NFkB block,4,1,0,13,-1,-5

Arranged by the number under TWEAK Fn14 block (smallest number first): 3 of the compounds above.
| entry | Structure | Peg3 promoter | TRPM1 prom inh | TWEAK Fn14 block | HIF-2a block | Shn3 inh set2 | NR2E3 ag-1 | NR2E3 ag-2 | CF NFkB block |
| --- | --- | --- | --- | --- | --- | --- | --- | --- | --- |
| 2 | Nc1ccc2c(c1)CCC2=O | -25 | -10 | -9 | -72 | -43 | -69 | 1 | 1 |
| 6 | Cc1cccc(NC(=O)c2cc(-c3ccc(C)c(C)c3O)n[nH]2)c1 | -190 | -53 | 0 | -192 | -37 | -65 | nt | -5 |
| 4 | Cc1cc2c(ncn2Cc2ccccc2)c([N+](=O)[O-])c1C | 23 | 4 | 9 | 17 | -3 | -1 | -1 | 13 |

Other entries.
7) Cc1cnc(NC(=O)C2CCCO2)s1 (stereo not drawn)
8) CCOc1ccccc1N(C(=O)c1snc(C(N)=O)c1N)C(C(=O)NCc1ccccc1)c1ccc(O)cc1 (stereo not drawn)
9) Cc1cccc(C(=O)O)c1NC(=O)c1ccc(F)cc1
10) CC1CN(Cc2ccccc2)c2nc3c(c(=O)n(C)c(=O)n3C)n2C1 (stereo not drawn)
11) Cc1ccc(OCC(=O)Nc2cccc3nsnc23)c(C)c1
12) Cc1ccc(NC(=S)NNC(C)(C)C)cc1
entry no.,7,8,9,10,11,12
Peg3 promoter,-20,30,19,11,-97,-29
TRPM1 prom inh,-12,21,1,-3,-34,-14
TWEAK Fn14 block,3,86*,-11,9,-7,-45
HIF-2a block,-49,32,8,13,-62,-68
Shn3 inh set2,-45,20,-5,11,-3,nt
TROY NFkB inh,-36,1,19,6,-20,-30
NR2E3 ag-1,2,-25,10,2,-20,-36
C8 TRAIL sens,27,-17,-1,-7,2,-5
KKLEB cytotox,12,4,0,13,0,6
NR2E3 ag-2,1,nt,-2,2,1,-1
CF NFkB block,-2,13,-5,5,6,-2

13) CCCC(=O)Nc1nc2nc(C)cc(=O)n2[nH]1
14) NCC(=O)NCC(=O)NC1(C(=O)O)CCCC1
15) CC(C(=O)OCC(=O)c1ccc([N+](=O)[O-])cc1)N1C(=O)C2C3C=CC(C3)C2C1=O (stereo not drawn)
16) Cc1cc(C(=O)Nc2ccncc2)c(C)o1
17) CC(C)c1ccc(/C=N/NC(=O)c2c(Cl)cnn2C)cc1
18) O=C(Nc1cccc(S(=O)(=O)N2CCOCC2)c1)C1CCCN(C(=O)c2ccc(Cl)cc2)C1 (stereo not drawn)
entry no.,13,14,15,16,17,18
Peg3 promoter,4,6,6,5,-291,4
TRPM1 prom inh,5,3,-4,5,-91,5
TWEAK Fn14 block,16,8,26,6,6,11
HIF-2a block,0,4,-6,7,-170,22
Shn3 inh set2,1,-11,-7,8,-74,10
TROY NFkB inh,7,14,14,-8,-31,-3
NR2E3 ag-1,-6,14,6,3,-43,-46
C8 TRAIL sens,-1,16,-6,-37,83*,12
KKLEB cytotox,9,4,21,-13,-14,-4
NR2E3 ag-2,0,nt,5,nt,0,0
CF NFkB block,0,-3,-13,-2,1,-1

19) NC(=O)c1oc2ccccc2c1NC(=O)CS(=O)(=O)c1ccccc1
20) C[C@H]1CN([C@@H](C)CO)C(=O)CCCn2cc(nn2)CO[C@@H]1CN(C)C(=O)CCC(F)(F)F
21) O=C(CC1NCCNC1=O)Nc1cccc([N+](=O)[O-])c1 (stereo not drawn)
22) COc1ccccc1OCCn1c(=O)n(C)c2ccccc21
23) COC(=O)c1ccc(Nc2ncnc3sccc23)cc1
24) COc1ccc(Cn2c(=O)[nH]c3cc(C(=O)Nc4ccccc4C)ccc32)cc1
entry no.,19,20,21,22,23,24
Peg3 promoter,6,5,2,-29,-133,8
TRPM1 prom inh,0,nt,-7,-32,-97,4
TWEAK Fn14 block,4,88*,-14,-20,-10,-10
HIF-2a block,-2,4,-34,-57,-124,3
Shn3 inh set2,-20,-6,-9,-28,-102,20
TROY NFkB inh,-8,-5,-12,7,-18,9
NR2E3 ag-1,-9,-31,-2,-64,-88,-1
C8 TRAIL sens,8,-4,-5,-8,-4,-6
KKLEB cytotox,-12,12,-6,-4,5,-6
NR2E3 ag-2,-1,nt,2,-2,2,-2
CF NFkB block,15,-9,7,8,19,-1

25) O=C(O)c1ccc2c(c1)C(=O)N(c1cccc(S(=O)(=O)Nc3cccc(C(F)(F)F)c3)c1)C2=O
26) Cc1ccc(NC(=O)NCc2cccnc2)cc1Cl
27) CC1(NC(=O)CSc2nnc(-c3c[nH]c4ccccc34)n2C2CC2)CCS(=O)(=O)C1 (stereo not drawn)
28) CC(=O)Nc1ccc(S(=O)(=O)N2CCN(Cc3nc4sc(C)c(C)c4c(=O)[nH]3)CC2)cc1
29) Cc1ccc(S(=O)(=O)NCCc2cn3nc(C)c(C)nc3n2)cc1C
30) Cc1ccc(NC(=O)C2CCCCC2C(=O)O)cc1C (stereo not drawn)
entry no.,25,26,27,28,29,30
Peg3 promoter,5,-95,7,11,13,-3
TRPM1 prom inh,2,-14,9,2,4,-6
TWEAK Fn14 block,-15,-29,11,0,2,-5
HIF-2a block,3,-159,7,6,7,1
Shn3 inh set2,0,-21,6,-16,3,3
TROY NFkB inh,20,-40,4,-6,4,3
NR2E3 ag-1,-6,-4,-30,-12,-24,3
C8 TRAIL sens,3,-11,-1,14,-3,-13
KKLEB cytotox,2,-8,12,1,-3,4
NR2E3 ag-2,-1,0,1,-2,1,4
CF NFkB block,5,-10,2,-23,6,-12

31) Cc1ccc(S(=O)(=O)N(C)CCCC(=O)Nc2ccc(F)cc2)cc1
32) CC(C)C1Cc2[nH][nH]c(=O)c2C(C2CC2)O1 (stereo not drawn)
33) Nc1nnc(CSCc2ccc(F)cc2)s1
34) Cc1nn2c(NCCCN(C)C)c3c(nc2c1-c1ccccc1)CCC3
35) Cc1ccc2[nH]c(=O)c(CNC(C)(C)C)cc2c1
36) O=C(NC(C(=O)N1CCCC1C(=O)O)=C1CCCCC1)c1ccccc1 (stereo not drawn)
entry no.,31,32,33,34,35,36
Peg3 promoter,17,nt,-75,14,17,0
TRPM1 prom inh,-4,nt,1,-6,4,6
TWEAK Fn14 block,1,28,-11,-9,6,-5
HIF-2a block,18,8,-30,-24,17,11
Shn3 inh set2,23,nt,-45,-10,-5,-3
TROY NFkB inh,8,-2,13,-10,-9,-17
NR2E3 ag-1,2,-7,-17,-23,28,1
C8 TRAIL sens,-10,11,-6,27,1,-4
KKLEB cytotox,-5,nt,-3,1,7,4
NR2E3 ag-2,1,nt,3,-1,6,2
CF NFkB block,0,nt,-7,18,-6,-6

37) CCOC(=O)C1=C(N)N2C(=O)C(C)SC2=C(C(=O)OCC)C1c1ccccc1 (stereo not drawn)
38) C[C@H](NC(=O)c1ccccc1Cl)C(=O)OCC(=O)NNC(=O)c1cccs1
39) Cc1cccc(C(=O)Nc2nnc(COc3ccccc3)s2)c1
40) CCCCN(C(=O)c1cccc2c(=O)c(C)c(-c3ccccc3)oc12)c1ccccc1
41) O=C(CSc1nnnn1C1CC1)N1CCN(Cc2ccccc2F)CC1
42) O=C(COC(=O)COc1cccc(F)c1)Nc1nc2ccccc2s1
entry no.,37,38,39,40,41,42
Peg3 promoter,18,-9,3,25,-10,-28
TRPM1 prom inh,-12,-5,7,6,0,-3
TWEAK Fn14 block,-25,-11,-9,25,13,6
HIF-2a block,10,-6,-3,21,-4,-19
Shn3 inh set2,-18,-3,2,-19,-5,-19
TROY NFkB inh,-2,-13,-22,11,-3,2
NR2E3 ag-1,-24,4,-13,35,-40,-2
C8 TRAIL sens,2,7,-6,-4,18,-12
KKLEB cytotox,-6,-8,-3,0,13,-2
NR2E3 ag-2,3,1,1,nt,-1,nt
CF NFkB block,2,7,-8,0,-7,21

43) CC(=O)c1ccc(S(=O)(=O)N(C)CCCC(=O)N2CCN(c3ncccn3)CC2)cc1
44) Cc1ccc(NC(=O)C2CCCN(c3ncccn3)C2)cc1C (stereo not drawn)
45) O=C1c2ccccc2C(=O)c2c(/C=C/N3CCCCC3)ccnc21
46) Cc1ccc(N2C(=O)CC(N3CCc4ccccc43)C2=O)cc1Cl (stereo not drawn)
47) CCNCc1ccccc1OCc1ccccc1
entry no.,43,44,45,46,47
Peg3 promoter,10,-199,32,-18,14
TRPM1 prom inh,-6,-46,95*,-9,-4
TWEAK Fn14 block,1,-19,16,-30,-3
HIF-2a block,16,-212,-18,-10,10
Shn3 inh set2,12,-41,8,-1,-16
TROY NFkB inh,10,-27,14,-24,6
NR2E3 ag-1,-16,-25,-12,-16,-14
C8 TRAIL sens,0,-8,45,-1,0
KKLEB cytotox,4,0,-15,4,11
NR2E3 ag-2,1,-4,nt,3,0
CF NFkB block,-3,-16,38,-2,-3

Compound profiles, as listed above. Screens in order: Peg3 promoter | TRPM1 prom inh | TWEAK Fn14 block | HIF-2a block | Shn3 inh set2 | TROY NFkB inh | NR2E3 ag-1 | C8 TRAIL sens | KKLEB cytotox | NR2E3 ag-2 | CF NFkB block
Cc1ccc(N2C(=O)CC(N3CCc4ccccc43)C2=O)cc1Cl (stereo not drawn) is listed with -18 | -9 | -30 | -10 | -1 | -24 | -16 | -1 | 4 | 3 | -2
Cc1ccc(NC(=O)C2CCCN(c3ncccn3)C2)cc1C (stereo not drawn) is listed with -199 | -46 | -19 | -212 | -41 | -27 | -25 | -8 | 0 | -4 | -16
